# cardiac RTF act = increases calcium sensitivity of human cardiac regulated thin filaments | P19429+P45379 | IANBD-labeled TnC RTF fluorescence at EC20 calcium; 0% EC20 calcium, 100% full calcium | activation, % at 7.2 µM | hit rate 0.24% among 340,000;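 active = activation above the mean over all tested compounds plus 3 SD, cut at about 30% in these data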;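 also: rise in fluorescence read as greater calcium sensitivity of cardiac thin filaments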
# RTF Ca sens inh = cardiac RTF calcium desensitization | AID 493244 | hit rate 0.12% among 340,000 | P19429+P45379 | IANBD-labeled cardiac RTF, Ca2+ fluorescence | inhibition, % at 7.15 µM;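 active = inhibition above the mean inhibition of all tested compounds plus 3 SD, cut at about 17% in these data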;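 also: assay run at fixed EC70 calcium of 1.6 mM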
# Keap1-Nrf2 PPI = Keap1-Nrf2 (human) interaction inhibition; AID 504523; Keap1 Kelch-Nrf2 peptide fluorescence polarization, 1536-well; Q14145; hit rate 0.15% among 340,000; inhibition, % at 9.4 µM; in the data active = inhibition above about 12%;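 also: human Keap1 Kelch domain with fluorescein labeled Nrf2 9mer peptide probe; 0% = neutral control wells and 100% = peptide positive control; higher means more block of Keap1 binding to Nrf2 peptide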
# Target sequence (Q14145 whole entry, looked up, the tested form may be a part): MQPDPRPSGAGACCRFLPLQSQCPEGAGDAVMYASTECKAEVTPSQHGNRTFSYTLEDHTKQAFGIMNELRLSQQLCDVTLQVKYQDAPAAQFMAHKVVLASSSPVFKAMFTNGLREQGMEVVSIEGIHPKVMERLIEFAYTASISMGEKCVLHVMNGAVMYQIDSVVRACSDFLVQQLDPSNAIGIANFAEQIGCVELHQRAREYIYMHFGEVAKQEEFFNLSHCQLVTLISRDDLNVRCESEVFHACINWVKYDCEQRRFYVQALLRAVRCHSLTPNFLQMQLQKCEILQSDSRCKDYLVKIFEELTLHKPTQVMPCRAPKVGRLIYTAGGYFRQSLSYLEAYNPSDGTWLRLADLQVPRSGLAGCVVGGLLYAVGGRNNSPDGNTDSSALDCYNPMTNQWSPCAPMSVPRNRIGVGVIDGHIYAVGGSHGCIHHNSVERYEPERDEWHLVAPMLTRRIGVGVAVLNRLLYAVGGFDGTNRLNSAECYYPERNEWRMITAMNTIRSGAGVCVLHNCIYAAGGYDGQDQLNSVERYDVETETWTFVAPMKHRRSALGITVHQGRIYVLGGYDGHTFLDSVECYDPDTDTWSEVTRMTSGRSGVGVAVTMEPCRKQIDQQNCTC
# OPRM1-OPRD1 inv = inverse agonists of human mu-delta opioid receptor heterodimerization | inhibition, % at 9.3 µM | hit rate 0.21% among 340,000 | cell-based MOR-DOR heterodimer luminescence, inverse agonism; in the data active = inhibition above about 22%, passing the limit was not always enough;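 also: 0% = cells with DMSO and 100% = wells without cells with DMSO; values of inactives mirror those of a sister screen read the other way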
# MOR-DOR ag = OPRM1-OPRD1 heterodimerization agonism. P35372+P41143. cells, luminescence. activation, % at 9.3 µM. hit rate 0.3% among 340,000; in the data active = activation above about 18%;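 also: 0% = vehicle-treated cells and 100% = reference agonist; values of inactives mirror those of a sister screen read the other way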
# CAL PDZ FP = CAL PDZ (human) peptide binding inhibition; Q9HD26; AID 602252; inhibition, % at 24.9 µM; hit rate 0.92% among 300,000; purified CAL PDZ, TMR-peptide fluorescence polarization, 1 h;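 active = mean inhibition of at least 30% with at least half of replicates also reaching 30%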;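 also: 0% = DMSO neutral control and 100% = excess unlabeled competitor peptide PRC23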
# HTR5A inv ctr = counter-screen for OPRM1-OPRD1 inverse agonists: human HTR5A inverse agonism; P47898; HTR5A cell line, luminescence; inhibition, % at 9.3 µM; hit rate 0.083% among 340,000; in the data active = inhibition mostly above about 23%, no sharp cut-off; inactive = mostly below about 18%;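 also: 0% = cells with DMSO and 100% = no-cell wells with DMSO; some compounds called inactive have numbers as strong as hits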
# Target sequence (P47898 whole entry, looked up): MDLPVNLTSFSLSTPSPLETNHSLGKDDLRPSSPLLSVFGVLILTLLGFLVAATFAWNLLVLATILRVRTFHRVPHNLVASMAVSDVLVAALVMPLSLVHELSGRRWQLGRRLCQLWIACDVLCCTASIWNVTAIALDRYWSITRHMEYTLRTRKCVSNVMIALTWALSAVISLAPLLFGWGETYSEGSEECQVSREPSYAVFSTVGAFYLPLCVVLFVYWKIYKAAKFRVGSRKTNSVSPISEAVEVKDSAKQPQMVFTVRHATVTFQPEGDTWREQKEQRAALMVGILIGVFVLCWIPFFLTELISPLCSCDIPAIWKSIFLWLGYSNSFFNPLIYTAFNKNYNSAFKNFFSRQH
# V-ATPase pHluor = alters yeast V-ATPase proton transport; S. cerevisiae, pHLuorin cytosolic pH fluorescence; response, % at 10 µM; hit rate 0.37% among 350,000; AID 504577; in the data active = response mostly above about 7.3%, no sharp cut-off; inactive = mostly below about 5.4%; also: actives read high; inactives centre near 0; some compounds called inactive have numbers as strong as hits; reference of the scale not given here
# HTR5A ag ctr = activates human HTR5A in OPRM1-OPRD1 agonist counter-screen | HTR5A agonist assay, luminescence, cell-based | P47898 | hit rate 0.61% among 340,000 | activation, % at 9.3 µM | AID 504692; in the data active = activation mostly above about 9.5%, no sharp cut-off; inactive = mostly below about 7.6%;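 also: 0% = cells with vehicle only and 100% = reference agonist; strong numbers were not always called active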
# C-LANA FP = inhibitors of KSHV LANA C-terminal domain DNA binding. AID 504423. inhibition, % at 9 µM. MBP-C-LANA/FAM-LBS DNA binding, fluorescence polarization. hit rate 0.078% among 340,000;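 active = highest replicate inhibition at or above 60% at 9 µM, even if other replicates fall short; inactive = all replicates below 60% inhibition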;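 also: 0% = neutral control wells and 100% = 4 µM acridine orange control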
# Starred values were filed as active, the others as inactive; · = not tested or not shown. Rows are unselected; 2.8% or so of the library scored in one or more.
cpd | Structure | cardiac RTF act | RTF Ca sens inh | Keap1-Nrf2 PPI | OPRM1-OPRD1 inv | MOR-DOR ag
1 | Cc1ccccc1-n1c(=O)cc(N2CCN(C(=O)c3ccco3)CC2)[nH]c1=O | 4 | 4 | -5 | 7 | -1.4
2 | CCOC(=O)CSc1nc2c(sc(=S)n2-c2ccccc2OC)c(=O)n1Cc1ccco1 | 3 | -7 | -3 | -11 | 2.4
3 | O=C(N/C(=C\c1ccccc1)C(=O)N1CCOCC1)c1cccc(Br)c1 | -3 | -1 | -5 | -1 | 0.2
4 | COc1cc(C)c(S(=O)(=O)N2CCOCC2)cc1C(C)C | -6 | 1 | -7 | 20 | -3.5
5 | CCOC(=O)c1cnc(COc2ccc(OC)cc2)[nH]c1=O | -2 | -4 | 2 | -3 | 0.5
6 | COC(=O)C1=C(N)N(c2ccccc2F)C2=C(C(=O)CC(C)(C)C2)C1c1ccc(OC)c(OC)c1 (configuration not stated) | 4 | 5 | -1 | 6 | -1.1
7 | CN(C)CCCN(C(=O)c1ccc([N+](=O)[O-])o1)c1nc2cc3c(cc2s1)OCO3 | -4 | -2 | -2 | -14 | 3.4
8 | CC(=O)c1c(C)cc(C)c(CSc2nnc(-c3ccco3)o2)c1C | 2 | -6 | -3 | 10 | -1.9
9 | O=C1c2cccc3c(N4CCCCC4)ccc(c23)C(=O)N1c1ccccn1 | 9 | -26 | 0 | 13 | -2.6
10 | O=C(CNS(=O)(=O)c1ccc(C(=O)N2CCCCC2)cc1)N1CCCCC1 | -1 | 0 | -2 | 2 | -0.4
11 | COc1ccccc1C1C(C(C)=O)=C(C)N=c2s/c(=C\c3cc(OC)c(OC)c(OC)c3)c(=O)n21 (configuration not stated) | 4 | -12 | 0 | 6 | -1.1
12 | Cc1cccc(NC(=O)C2C3CCC4C(CCC32)C4(Cl)Cl)c1 (configuration not stated) | 6 | -5 | -3 | -9 | 1.7
13 | COc1ccc(CCNC(=O)C2CCCN2S(=O)(=O)c2cccc3nsnc23)cc1OC (configuration not stated) | -1 | -6 | 1 | 3 | -0.5
14 | COc1ccc(CN2C3CCCC2CC(NC(=O)Nc2ccccc2)C3)cc1 (configuration not stated) | 5 | -18 | -8 | -2 | 0.4
15 | Cc1ccc(NC(=O)c2cccc(OCc3c(C)noc3C)c2)c(C)c1 | 9 | -7 | 1 | 8 | -1.6

cpd | CAL PDZ FP | HTR5A inv ctr | V-ATPase pHluor | HTR5A ag ctr | C-LANA FP
1 | · | 4 | -4 | 1 | 0.1
2 | -4 | 0 | 0 | 0 | 2.3
3 | 13 | -15 | 5 | 6 | -2.1
4 | -5 | -8 | -1 | 3 | -1.3
5 | -4 | -16 | -6 | 1 | 1.0
6 | -3 | -9 | 2 | 3 | 3.6
7 | · | 3 | 3 | -1 | -1.8
8 | -2 | -21 | 1 | 1 | 0.8
9 | 2 | -17 | -1 | 7 | 6.7
10 | -5 | -5 | -1 | 3 | 0.9
11 | 3 | -10 | 1 | 1 | 2.5
12 | 0 | -20 | -1 | 5 | -2.0
13 | · | -2 | 1 | 6 | -1.4
14 | -5 | 6 | -2 | -2 | -1.2
15 | -2 | -5 | 0 | 4 | -0.1

# New compounds follow
cpd | Structure | cardiac RTF act | RTF Ca sens inh | Keap1-Nrf2 PPI | OPRM1-OPRD1 inv | MOR-DOR ag
16 | COC(=O)C(CC(C)C)NC(=O)c1cc(OC)c(OC)c(OC)c1 (configuration not stated) | 11 | -9 | -5 | 7 | -1.2
17 | CC(C)CCNC(=S)NC1CCCC1 | 1 | -4 | -7 | 1 | -0.1
18 | COC(=O)CSc1nnc(CNc2ccc(F)cc2)o1 | 12 | 5 | 5 | 12 | -2.2
19 | CSc1ccc(S(=O)(=O)N2CCC(C(=O)N3CCc4ccccc4C3)CC2)cc1 | 5 | -6 | 2 | 11 | -2.1
20 | Cc1cc(NS(=O)(=O)c2cccs2)no1 | 6 | 7 | -6 | 1 | -0.1
21 | COc1ccc(/C=N\NC(=O)COc2ccccc2)c(C(=O)O)c1OC | -2 | -2 | -4 | 1 | -0.1
22 | O=C(CNC(=S)N(Cc1ccccc1F)C1CCCCC1)NCCN1CCOCC1 | 0 | -13 | -4 | 2 | -0.4
23 | NS(=O)(=O)c1ccc(NC(=O)CSc2nnc(NC3CC3)s2)cc1 | 8 | -11 | 1 | 1 | -0.1
24 | Cc1ccnc(NC(=O)c2cccc(S(=O)(=O)Nc3ccc(C)cc3C)c2)c1 | -5 | 5 | -1 | 2 | -0.5
25 | Cc1ccc(C(=O)N2N=C(CC(C)C)CC2(O)C(F)(F)F)o1 (configuration not stated) | 7 | -6 | -2 | -2 | 0.4
26 | CC1CC(C)(C)CC2(C1)NC(=O)N(CC(=O)Nc1ccc(N3CCCCC3)cc1)C2=O (configuration not stated) | -4 | 4 | 4 | -7 | 1.6
27 | CC(C)n1cnnc1SCC(=O)NCC(=O)Nc1ccc(F)cc1 | 4 | -2 | -3 | 1 | -0.3
28 | CCOC(=O)COc1nc(-c2ccccc2)cc(-c2ccco2)c1C#N | -7 | 3 | -5 | 5 | -1.0
29 | Cn1nnc(NC(=O)c2ccc([N+](=O)[O-])cc2Cl)n1 | 5 | -3 | 2 | -5 | 1.0
30 | COc1ccc(-c2cc(=O)oc3c(C)c(OCC(=O)N[C@@H](Cc4ccc(O)cc4)C(=O)O)ccc23)cc1 | 4 | -3 | -5 | 8 | -1.6

cpd | CAL PDZ FP | HTR5A inv ctr | V-ATPase pHluor | HTR5A ag ctr | C-LANA FP
16 | 1 | -3 | -1 | 0 | -1.0
17 | · | -9 | -4 | -1 | 0.9
18 | -1 | 10 | 2 | 4 | -0.9
19 | -9 | 5 | 3 | -2 | -0.7
20 | -2 | -17 | 0 | 3 | 0.4
21 | -1 | 8 | -2 | -3 | -1.1
22 | 6 | -4 | -2 | 2 | 1.7
23 | -5 | -3 | 2 | 1 | 7.4
24 | -1 | -3 | 1 | 1 | 1.0
25 | 0 | 3 | 4 | -1 | 0.7
26 | · | 7 | -1 | -3 | 0.0
27 | -4 | 2 | -3 | -1 | -1.3
28 | -2 | -26 | 1 | -2 | -0.2
29 | 0 | 4 | 0 | -2 | 1.5
30 | -16 | 7 | 0 | 9 | 0.4

# Following part
cpd | Structure | cardiac RTF act | RTF Ca sens inh | Keap1-Nrf2 PPI | OPRM1-OPRD1 inv | MOR-DOR ag
31 | O=C(O)c1cc(S(=O)(=O)NCc2ccco2)c(Cl)cc1Cl | 8 | 7 | -3 | 14 | -2.6
32 | COc1ccc(-c2nnc(SCC(=O)Nc3ccccc3)n2C)cc1 | 4 | -6 | -2 | 1 | -0.1
33 | CC(C)(C)CN1CCNC(=O)C1CC(=O)NCCN1CCCc2ccccc21 (configuration not stated) | 5 | -14 | -2 | 10 | -1.8
34 | COc1ccc(/C=N/c2oc(-c3ccccc3)cc2C#N)cc1 | -4 | 4 | 0 | 14 | -2.9
35 | CC(C)(CNc1ccc(S(=O)(=O)C(F)(F)F)cc1[N+](=O)[O-])N1CCOCC1 | -2 | 4 | 1 | -16 | 2.9
36 | Cc1ccc(S(=O)(=O)N(C)C)cc1NC(=S)NNC(=O)C1CC1 | -2 | 2 | 1 | 19 | -3.6
37 | Cc1cccc(NC(=O)c2cccc(NS(=O)(=O)c3ccc(Cl)cc3)c2)c1 | 0 | -2 | 2 | -8 | 1.9
38 | CC(C)c1cc(Br)ccc1OCCCN1C(=O)NC(C)(C)C1=O | 3 | -2 | -3 | -12 | 2.9
39 | CCOC(=O)CN1C(=O)NC(C)(c2ccc(OC(F)F)cc2)C1=O (configuration not stated) | 0 | -1 | -7 | 17 | -2.8
40 | CCOC(=O)c1cc2occc2n1CC(=O)NC1CCCCC1C (configuration not stated) | 1 | -3 | -3 | 15 | -2.7
41 | COc1ccc(CC(=O)NNS(=O)(=O)c2ccc(F)cc2)cc1 | -7 | 2 | -4 | 10 | -1.6
42 | O=C(CSCc1ccccn1)Nc1ccccc1 | -5 | -6 | 1 | -16 | 3.8
43 | O=C(N/N=C\c1ccc(Cl)s1)c1ccc(Cn2cccn2)o1 | -8 | -8 | -1 | 14 | -2.3
44 | CCOC(=O)c1c(N2C(=O)Nc3ccccc3N2O)n[nH]c1-c1cccc(Cl)c1 | -1 | -1 | -1 | 17 | -3.5
45 | COCC1CCN(Cc2nc(-c3ccc4c(c3)OCO4)no2)C1 (configuration not stated) | 6 | -12 | -2 | 7 | -1.4

cpd | CAL PDZ FP | HTR5A inv ctr | V-ATPase pHluor | HTR5A ag ctr | C-LANA FP
31 | -1 | 6 | -4 | -2 | 2.6
32 | -2 | -15 | 1 | 10 | -1.3
33 | 55* | 17 | 1 | -6 | 4.0
34 | 0 | 0 | 0 | 0 | -1.1
35 | -3 | -20 | 0 | 3 | 0.7
36 | · | -9 | 2 | 4 | 1.3
37 | 2 | -9 | 0 | 4 | 0.3
38 | 0 | -4 | 0 | 2 | -0.6
39 | -3 | 7 | -3 | -2 | 0.7
40 | -4 | 1 | -4 | 0 | 2.2
41 | 2 | -3 | 3 | 1 | 1.7
42 | -3 | 19 | 4 | -8 | 0.6
43 | -4 | 10 | -4 | -4 | 0.7
44 | -1 | 2 | 5 | -1 | -1.5
45 | -5 | 9 | -3 | -3 | -0.4

# Next part:
cpd | Structure | cardiac RTF act | RTF Ca sens inh | Keap1-Nrf2 PPI | OPRM1-OPRD1 inv | MOR-DOR ag
46 | COc1cccc(NC(=O)C2CCCCC2)c1 | -3 | -2 | -4 | -4 | 0.6
47 | COCCN(C(=O)COC(=O)C1CC1C)c1c(N)n(Cc2ccccc2)c(=O)[nH]c1=O (configuration not stated) | 7 | 7 | 2 | 26 | -5.4
48 | O=[N+]([O-])/C(Cl)=C(/NCCO)C(Cl)=C(Cl)Cl | -6 | -7 | 8 | 11 | -2.5
49 | COc1ccc(CN(C)Cc2cc(=O)oc3cc(C)c(C(C)C)cc23)cc1OC | -4 | -11 | -7 | -20 | 3.2
50 | CC(NC(=S)Nc1ccc(OC(F)F)cc1OC(F)F)C(C)(C)C (configuration not stated) | -3 | 9 | 0 | -29 | 4.3
51 | C/C(=C/CCC(C)[C@H]1CC[C@@]2(C)C3=C(CC[C@]12C)[C@@]1(C)CCC(=O)C(C)(C)[C@@H]1CC3)C(=O)O (some centres not stated) | -8 | -2 | -4 | 12 | -2.2
52 | CCN(C(=O)CN(C)Cc1c(F)cccc1Cl)c1c(N)n(Cc2ccccc2)c(=O)[nH]c1=O | -7 | -8 | 1 | 3 | -0.4
53 | CCn1c(SCC(=O)Nc2ccc3c(c2)c2ccccc2n3CC)nnc1-c1cnccn1 | 12 | -8 | -11 | -28 | 4.9

cpd | CAL PDZ FP | HTR5A inv ctr | V-ATPase pHluor | HTR5A ag ctr | C-LANA FP
46 | -2 | -11 | 1 | 2 | -2.2
47 | -1 | 17 | 5 | 1 | -0.1
48 | -3 | -10 | 2 | 3 | 1.4
49 | -6 | -20 | 0 | 7 | -1.0
50 | 0 | -17 | 0 | 1 | 0.2
51 | -3 | -13 | 1 | -1 | 0.8
52 | 3 | -12 | -2 | -3 | 1.9
53 | -3 | -6 | 8 | 2 | 0.2

# Source: PubChem
